# Bioassay records as filed in PubChem BioAssay.
# EBV gp42 inh: Epstein-Barr virus gp42 inhibitors, primary screen, biochemical, uHTS, fluorescence polarization; Fluorescence polarization binding assay, mP read-out; inhibition, % (tested at 21.74 µM); actives 0.42% (n = 220,000); in the data active means inhibition above about 50%
# Furin inhibitor: human furin inhibitors, primary screen, biochemical, fluorescence intensity; P09958; purified furin, fluorogenic substrate cleavage; inhibition, % at 30 µM; actives 0.061% (n = 220,000); AID 463115, 2010; in the data active means inhibition above about 25%; further: inactives centre near -15
# PPC-1+TRAIL kill: compounds killing PPC-1 cancer cells with TRAIL present, primary screen, TRAIL potentiator project, ATPLite luminescence, uHTS. PPC-1 cells + TRAIL, ATPLite viability luminescence. cell killing (% activity), % at 4 µM. actives 0.41% (n = 220,000);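 active means cell killing above 50% in the first pass at 4 µM, then a duplicate retest at 5 µM averaging 50% or more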;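 further: plate controls were cells with TRAIL plus DMSO for no effect and medium-only wells lacking cells for full effect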
# TRPML3 agonist: human TRPML3 channel agonists, primary screen, cell-based, HEK293 TRPML3-YFP, Fluo-8 calcium fluorescence, 3 µM | Mucolipin-3 (Homo sapiens), Q8TDD5 | 100% = the carbachol control signal | actives 0.29% (n = 220,000) | AID 1448, 2008 | activation, % at 3 µM;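 active means activation above its plate's cutoff, the mean activation of the plate's test wells plus 3 SD, cut at about 12% in these data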;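 further: 0% = DMSO only wells and 100% = carbachol wells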
#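 Test system: TRPML3-YFP stable HEK293 cells. Doses: single point at 3 µM. Incubation: dye loading 1 h 37 °C then 30 min ambient, 125 s read. Signal: Fluo-8 calcium dye fluorescence, ex 470-495, em 515-575 nm. Measure: percent activation from peak-to-basal fluorescence ratio, scaled between DMSO and carbachol.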
# Thrombin inh: human alpha-thrombin inhibitors, primary screen, counter-screen for coagulation protease inhibitor project, biochemical, 1536-well, fluorogenic AMC substrate; Prothrombin (Homo sapiens), P00734; Boc-VPR-AMC fluorogenic substrate cleavage; inhibition, % at 5 µM; actives 0.26% (n = 220,000);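 active means inhibition at or above 40%; inactive means inhibition below 40%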;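 further: 0% = enzyme with no compound and 100% = wells without enzyme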
#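 Material: human alpha-thrombin enzyme / Medium: pH 7.5 Tris (50 mM) with NaCl 150 mM, Tween 20 0.05% / Compound: single-point dosing at 5 µM, 0.2% DMSO / Incubation: enzyme reaction carried out at room temperature / Detection: AMC fluorescence, 355/460 nm / Read-out basis: percent inhibition scaled between no-compound controls and no-enzyme blanks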
# Tb hexokinase: Trypanosoma brucei hexokinase 1 inhibitors, primary screen, biochemical, G6PDH-coupled NADH absorbance, MLSCN library; hexokinase 1 [Trypanosoma brucei]; recombinant TbHK1, G6PDH-coupled NADH A340; inhibition, % at 10 µM; actives 0.11% (n = 220,000); AID 1430, 2008;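 active means inhibition of 50% or more in the single-dose primary screen; inactive means inhibition below 50%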
# Calpain2 inh: inhibitors of pig calpain II, primary screen, biochemical, fluorogenic peptide substrate, 1536-well; purified calpain II, 30 min; inhibition, % at 16 µM; actives 0.37% (n = 220,000); AID 1236, 2008;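 active means inhibition above about 50%, limit read from the data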
# KCC2 mod: KCC2 cotransporter modulators, thallium flux, primary screen, cell-based, HEK293 KCC2, FluoZin-2 fluorescence, MLSMR; KCC2 cells, thallium flux FluoZin-2 fluorescence; B-score of Tl+ flux slope (higher = more flux/activation; lower = inhibition) at 10 µM; actives 2.2% (n = 190,000); AID 1456, 2008;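 active means thallium flux slope and its plate-corrected score both differing from the plate sample mean at a set confidence after two filtering rounds, in either direction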;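 further: slope of fluorescence scaled to starting intensity during 10 to 20 s after thallium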
# Target sequence (Q9H2X9 whole entry, looked up): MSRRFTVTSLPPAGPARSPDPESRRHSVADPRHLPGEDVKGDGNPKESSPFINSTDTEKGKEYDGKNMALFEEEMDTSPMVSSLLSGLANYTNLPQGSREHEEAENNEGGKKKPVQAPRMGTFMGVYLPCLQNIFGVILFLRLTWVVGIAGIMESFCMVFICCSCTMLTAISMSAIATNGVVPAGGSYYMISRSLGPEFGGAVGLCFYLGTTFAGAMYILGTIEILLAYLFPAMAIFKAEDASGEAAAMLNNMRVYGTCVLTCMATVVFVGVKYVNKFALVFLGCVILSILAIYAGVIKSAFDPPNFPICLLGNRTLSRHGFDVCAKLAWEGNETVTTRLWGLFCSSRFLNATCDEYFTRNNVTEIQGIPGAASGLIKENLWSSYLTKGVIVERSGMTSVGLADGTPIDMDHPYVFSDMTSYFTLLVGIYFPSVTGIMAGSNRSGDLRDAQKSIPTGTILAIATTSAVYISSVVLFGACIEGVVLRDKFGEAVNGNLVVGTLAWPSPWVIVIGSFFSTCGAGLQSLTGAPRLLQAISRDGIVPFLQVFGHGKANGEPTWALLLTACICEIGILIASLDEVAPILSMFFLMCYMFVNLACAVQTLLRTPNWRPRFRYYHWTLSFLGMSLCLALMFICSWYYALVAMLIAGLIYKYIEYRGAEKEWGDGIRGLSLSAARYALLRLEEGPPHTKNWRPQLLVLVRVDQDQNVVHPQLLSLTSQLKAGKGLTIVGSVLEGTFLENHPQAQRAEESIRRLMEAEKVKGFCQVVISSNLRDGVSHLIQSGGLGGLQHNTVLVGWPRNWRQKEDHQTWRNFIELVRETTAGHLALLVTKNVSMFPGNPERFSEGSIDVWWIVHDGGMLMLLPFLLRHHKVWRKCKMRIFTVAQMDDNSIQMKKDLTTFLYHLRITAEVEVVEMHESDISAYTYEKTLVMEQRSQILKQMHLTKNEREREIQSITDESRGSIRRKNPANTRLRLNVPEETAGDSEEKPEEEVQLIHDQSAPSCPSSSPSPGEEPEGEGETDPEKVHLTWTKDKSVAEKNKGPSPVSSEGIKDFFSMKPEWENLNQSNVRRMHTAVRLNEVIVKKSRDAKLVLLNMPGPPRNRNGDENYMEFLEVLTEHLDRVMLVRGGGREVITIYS
# TRPN1 ag: zebrafish TRPN1 channel agonists, primary screen, cell-based, HEK293, calcium fluorescence. HEK293 zebrafish TRPN1-YFP, Fluo-8 calcium fluorescence; 100% = response to 87 µM carbachol. actives 0.18% (n = 220,000). transient receptor potential cation channel N1 (TRPN1/NompC), Danio rerio. activation, % at 3 µM;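 active means activation above its plate's cutoff, the mean activation of test wells on that plate plus 3 SD, cut at about 19% in these data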;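 further: 0% = DMSO alone and 100% = 87 µM carbachol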
#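 Material: zebrafish TRPN1-YFP in HEK293 cells; Doses: single test compound dose, 3 µM nominal, 0.3% DMSO; Timing: dye loading 1 h at 37 °C, then 30 min room temperature; Technique: intracellular calcium fluorescence with Fluo-8; Benchmarks: high carbachol 87 µM, low DMSO alone.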
# Active calls of the source: *; i = inactive; . = not tested or not shown; [ ] = another dose, or the depositor's remark. Outcome played no part in choosing rows; overall some 3.6% were active at least once.
SMILES,EBV gp42 inh,Furin inhibitor,PPC-1+TRAIL kill,TRPML3 agonist,Thrombin inh,Tb hexokinase,Calpain2 inh,KCC2 mod,TRPN1 ag
OC(COc1ccc2ccccc2c1Br)Cn1ccnc1 (centres undefined),-9,-5[20 µM],16,1.4,-2,13,0,-0.82,1.8
COc1ccc(C(NC(=O)N2CC(C)OC(C)C2)C(Cl)(Cl)Cl)cc1F (centres undefined),2,-13,0,0.7,-12,3,11,-0.86,-0.3
CC(C)n1c(SCC(=O)NCc2ccco2)nc2c1c(=O)n(C)c(=O)n2C,-11,-15,22,0.2,-4,3,-34,-0.007,1.7
O=C1NC[C@@H](Cc2ccc(O)cc2)N(CCc2cccc(F)c2)C1=O,2,-25,14,.,-3,-12,-8,-0.13,.
CCOc1ccc2nc(Cl)sc2c1,-9,-29,7,0.5,-6,0,-15,0.081,-0.5
C=CCN(CC=C)C(=S)Nc1cc(Cl)ccc1OC,-9,-33,-12,-0.5,3,-5,-5,-0.2,-0.9
O=C(CN1C(=O)C2C3CCC(C3)C2C1=O)Oc1ccc2ccccc2c1 (centres undefined),7,-10,10,1.1,-16,-8,-31,-0.73,2.0
CCc1cc(C(=O)c2ccc(OC)cc2)c(NC(=O)CCC(=O)O)s1,-8,9,17,0.3,1,-27,2,-1,1.1
CCCCCCCC(=O)N/N=C/c1ccc([N+](=O)[O-])o1,-15,-5,14,-0.1,-5,-9,33,-0.04,2.2
CCOC(=O)c1c(CN2CCCCC2)n(C)c2cc(Br)c(OC)cc12,-15,-19,8,-0.6,1,-4,2,.,-0.6
O=C(/C=C/c1ccc2c(c1)OCCCO2)c1ccccc1O,0,-17,16,0.2,-2,-8,26,-0.053,-1.7
O=c1[nH]n2c(-c3ccccc3)nc(O)c2c2ccccc12,-11,-32,0,1.1,-3,-1,-2,0.053,0.9
O=C(CCN1C(=O)c2ccccc2C1=O)Nc1cccnc1,-23,-21[20 µM],24,0.6,2,4,7,0.73,1.6
CNC(=O)C1=C(C)Nc2nc3ccccc3n2C1c1ccc(F)cc1 (centres undefined),-3,-18,17,0.1,-6,-18,-25,1.5,-0.7
O=C(O)c1ccc(N/N=C/c2ccc(OC(=O)c3cccc(Cl)c3)cc2)cc1,12,-10,8,1.0,-2,-60,55*,0.013,0.0

# Sorted by the number under Furin inhibitor (highest first): 6 from the list above
Compound | Furin inhibitor
CCc1cc(C(=O)c2ccc(OC)cc2)c(NC(=O)CCC(=O)O)s1 | 9
CCCCCCCC(=O)N/N=C/c1ccc([N+](=O)[O-])o1 | -5
O=C(CN1C(=O)C2C3CCC(C3)C2C1=O)Oc1ccc2ccccc2c1 (centres undefined) | -10
CC(C)n1c(SCC(=O)NCc2ccco2)nc2c1c(=O)n(C)c(=O)n2C | -15
O=C(/C=C/c1ccc2c(c1)OCCCO2)c1ccccc1O | -17
CCOc1ccc2nc(Cl)sc2c1 | -29

# (continued)
SMILES,EBV gp42 inh,Furin inhibitor,PPC-1+TRAIL kill,TRPML3 agonist,Thrombin inh,Tb hexokinase,Calpain2 inh,KCC2 mod,TRPN1 ag
CC(=O)Oc1ccc2c(C)cc(=O)oc2c1C(=O)c1ccccc1,-2,-12,12,0.1,12,8,-61,-2.1,0.5
Cc1ccc(OCC(=O)n2nc(C)cc2C)c(Br)c1,-4,-12[20 µM],20,0.2,1,11,-11,-0.19,1.6
CN(Cc1ccon1)C(=O)CCc1nnc(Cc2ccc(-c3ccccc3)cc2)o1,-10,-27,23,0.8,-2,-7,-10,-0.86,0.8
COc1cc(/C=C2\Oc3cc(O)ccc3C2=O)ccc1O,-56,-14,-2,.,4,-29,-166,i,.
CCOC(=O)Nc1ccc2c(c1)nc(CN1CCOCC1)n2C,-19,-1[20 µM],-15,0.1,3,8,-24,0.066,-0.3
COc1ccc(-c2[nH]c(-c3ccc(C(=O)O)cc3)nc2-c2ccccc2)cc1,5,0,9,-0.1,-12,-27,i,-0.059,0.3
CCCCC(c1nnnn1CS(=O)(=O)c1ccc(C)cc1)N1CCN(c2ccccc2)CC1 (centres undefined),0,-22[20 µM],-9,7.1,4,0,7,-0.53,-0.6
Cc1ccoc1C(=O)Nc1ccc(CC(=O)O)cc1,4,-13[20 µM],38,-0.2,-1,-4,20,.,0.6
CCC1CCCCN1CCCNC(=O)C1CCN(S(=O)(=O)N2CCCCC2)CC1 (centres undefined),-14,-19,-24,1.2,-6,-2,-23,.,1.0
COc1cccc(OCC(=O)Nc2ccccc2-c2ccccc2)c1,-14,-29,3,-0.4,-8,3,9,-0.28,-1.3
Cn1c(-c2ccccc2)cc2c3no[n+]([O-])c3ccc21,-12,-24,18,1.4,-3,-1,3,-0.027,-1.0
O=C(NCc1ccco1)c1nc2c(nnn2Cc2cccc(Cl)c2)c(=O)[nH]1,-10,-14[20 µM],25,-1.0,2,7,-26,-4.7*,-0.2
CC(=O)NC1=NN(C(C)=O)C(c2ccc(F)cc2)S1 (centres undefined),-10,-18,-4,0.4,-6,2,3,0.26,-0.5
CCc1c(O)c(-c2ccccc2)c(=O)n(-c2ccccn2)c1-c1ccccc1,-10,-13,-11,0.4,-5,-10,2,0.42,2.7
C=C(C)COc1ccc(-c2n[nH]c(C)c2-c2ccc(Br)cc2)c(O)c1,-15,-15[20 µM],26,0.1,-4,8,23,-0.45,0.2

# Given as tab-separated lines: entries from further up
Structure	EBV gp42 inh	Furin inhibitor	PPC-1+TRAIL kill	TRPML3 agonist	Thrombin inh	Tb hexokinase	Calpain2 inh	KCC2 mod	TRPN1 ag
COc1ccc(-c2[nH]c(-c3ccc(C(=O)O)cc3)nc2-c2ccccc2)cc1	5	0	9	-0.1	-12	-27	i	-0.059	0.3
CCCCC(c1nnnn1CS(=O)(=O)c1ccc(C)cc1)N1CCN(c2ccccc2)CC1 (centres undefined)	0	-22[20 µM]	-9	7.1	4	0	7	-0.53	-0.6

# Next part.
SMILES,EBV gp42 inh,Furin inhibitor,PPC-1+TRAIL kill,TRPML3 agonist,Thrombin inh,Tb hexokinase,Calpain2 inh,KCC2 mod,TRPN1 ag
CC(=O)c1cccc(NC(=O)CN(Cc2ccccc2)S(C)(=O)=O)c1,-3,-17[20 µM],20,0.7,-3,-3,-19,-0.07,-0.5
CC(C)[C@H](NC(=O)c1cccc(S(=O)(=O)N2CCCC2)c1)c1nc2ccccc2[nH]1,-7,-5,21,0.8,-2,-3,-32,0.15,-0.6
O=c1c2cnn(-c3ccccc3)c2ncn1Cc1cccnc1,-10,-16,-21,0.8,3,1,11,.,0.8
CCOC(=O)C1CCCN(c2c(NCCc3ccc(C)cc3)c(=O)c2=O)C1 (centres undefined),-3,-14,0,0.7,-10,-3,-19,0.28,0.3
Cc1ccc(N(C(=O)c2ccc(CN3CCOCC3)o2)C(C(=O)NCCC(C)C)c2cccs2)c(C)c1 (centres undefined),-2,-18,8,3.0,-3,15,-20,-0.34,-2.2
COc1ccccc1NC(=S)NC1CCCCCCCCCCC1,-1,-36,11,1.0,-6,40,-16,0.4,-0.5
O=C(c1cn[nH]c1)c1cc(F)ccc1O,-13,-18,-4,0.3,1,-8,8,0.36,0.9
c1cncc(-c2nn3c(Cn4cnc5ccccc54)nnc3s2)c1,-11,-24[20 µM],35,0.4,-5,2,-3,1.5,-0.3
CC(=O)Oc1ccc2nc(CN3C(=O)c4ccc([N+](=O)[O-])cc4C3=O)oc(=O)c2c1,-18,-26,21,0.7,-8,-3,3,-0.058,1.0
Cc1noc(/C=C/c2ccc(-c3ccccc3Cl)o2)c1[N+](=O)[O-],130*,-1[20 µM],15,1.4,3,-4,0,i,1.9
Cn1c(=O)c2c(c3ccccc31)OC(C)(C)CC2,-13,-17,14,-0.2,-9,0,17,-0.66,-1.3
Cc1ccc(S(=O)(=O)N(C)c2ccc(OCC(=O)Nc3nc4ccccc4s3)cc2)cc1,-32,-10,-1,2.9,0,19,24,1.3,1.3
CC(Oc1ccc(C(=O)NC2CCCCC2)cc1)C(=O)O (centres undefined),-31,-20[20 µM],16,0.5,9,-5,19,0.41,-1.8
COC(=O)c1[nH]c2ccc(C)cc2c1NS(=O)(=O)c1ccc(F)c(C)c1,17,-4,5,0.7,-3,14,-7,-2.9*,0.4
CCC(NC(=O)c1ccccc1NC(=O)c1ccco1)C(=O)O (centres undefined),-8,-28,10,1.3,-10,0,-58,-0.065,1.3
CCN(CC)C(=O)N1CCN(S(=O)(=O)c2ccc(C)c(C)c2)CC1,-2,-22[20 µM],20,-0.6,-2,-3,20,-0.0051,-1.1
O=C1CSC(=Nc2cc(Cl)ccc2Cl)N1,-15,-24[20 µM],7,-0.5,2,3,-2,0.026,-1.6
CC(C)(C)NC(=O)NC(=O)COC(=O)CCCc1c[nH]c2ccccc12,-18,-16[20 µM],-11,1.2,-1,-2,-5,-0.68,1.8
O=[N+]([O-])c1cc(C(F)(F)F)ccc1NCCNC(=S)Nc1ccc(Cl)cc1,-1,-21[20 µM],17,1.6,-1,0,52*,.,3.3
Cc1cccc(C)c1NC(=O)CC(NCc1ccco1)C(=O)O (centres undefined),-13,-29[20 µM],14,-0.2,-6,-7,-11,.,-0.3
Cc1ccc(-n2c(-c3ccccc3)cc(=O)nc2C)cc1,-11,-18[20 µM],-2,0.7,-1,7,-6,0.032,-0.5
Cn1c(=O)c2[nH]c(NCC3CCCO3)nc2n(-c2ccccc2)c1=O (centres undefined),-10,-13[20 µM],-7,0.0,3,-2,-7,-0.13,-0.9
CC(=O)OCC(=O)[C@@]1(O)[C@H](C)C[C@H]2[C@@H]3CCC4=CC(=O)C=C[C@]4(C)[C@@]3(F)[C@@H](O)C[C@@]21C,-5,-9,22,0.8,.,1,-2,-1.1,1.8
O=C(O)CCSc1nnc(COc2ccc([N+](=O)[O-])cc2)n1-c1ccccc1,5,-24,1,0.6,-12,-5,-40,0.54,-0.2
CCN(CC)S(=O)(=O)c1ccc(-n2c(=O)c(C(C)C)c(C)n2C)cc1,-15,-24,-1,1.2,-7,2,-16,0.62,1.6
COc1ccc(Cl)cc1C(=O)Nn1c(-c2cccs2)nc2ccccc2c1=O,-12,-7,20,0.3,4,14,-17,-1,0.5
COc1ccc([N+](=O)[O-])cc1NC(=O)c1ccc(Br)s1,-6,-17,7,0.7,-2,5,26,-1.2,0.3
COC(=O)c1c(NC(=O)CSc2nc(-c3ccco3)cc(C(F)(F)F)n2)sc2c1CCCC2,-24,-19[20 µM],38,1.0,-4,-23,5,0.9,1.3
COc1ccc2nc(NC(=O)CSC3=NCCS3)sc2c1,-8,-16,5,0.0,1,9,-20,-0.28,0.6
O=C(Nc1ncc(Cc2cccc([N+](=O)[O-])c2)s1)c1ccco1,-4,-19,14,1.0,1,-3,-6,0.68,0.6
CN1CCN(Cc2oc(CO)cc(=O)c2O)CC1,6,-15[20 µM],-3,0.9,-4,-17,12,0.15,0.3
